Salmonella PhoP GFP = inhibitors of PhoP regulon expression, primary screen, Salmonella Typhimurium, GFP reporter (AID 1863) | 0.16% of 300,000 active | inhibition, % at 50 µM; hits with a dose series show IC50 in µM | S. Typhimurium PhoP-regulated promoter GFP reporter, 4 h; higher % means a stronger effect;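 active = inhibition over 29.93%, a cutoff 3 SD above the screen mean, later confirmed by dose response; inconclusive = inhibition over 29.93% but no dose response follow-up; inactive = inhibition at most 29.93% or unconfirmed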;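 note: 0% = low Mg2+ inducing control and 100% = high Mg2+ repressing control; strong numbers were not always called active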
RSV antiviral HEp-2 = RSV antiviral activity via CPE protection, HEp-2 cells, primary 10 µM value included (AID 2391); HEp-2 cells, RSV-induced CPE inhibition; higher % means a stronger effect; CPE inhibition, % at 10 µM; hits with a dose series show IC50 in µM; 0.13% of 310,000 active; in the data active = a potency from the dose series; inconclusive = CPE inhibition mostly from about 23% at the one dose, without a potency; inactive = the rest, 99 in 100 with CPE inhibition below about 21%; note: strong numbers were not always called active
NS5 inhibitors = flavivirus cap methylation enzyme inhibition – biochemical, confirmation dose response, primary screen (AID 588689) | Dengue-2 NS5 methyltransferase capping enzyme assay, biochemical; higher % means a stronger effect | 0.3% of 340,000 active | one-dose inhibition, % at 25 µM; IC50 in µM for titrated hits; in the data active = a potency from the dose series; inconclusive = inhibition above about 29% without an active follow-up result
West Nile antiviral = inhibition of WNV-induced cytopathic effect – cell-based, CPE readout (AID 1621); 0.02% of 290,000 active; CPE inhibition, % at 10 µM; hits with a dose series show IC50 in µM; West Nile virus-infected cells, CPE inhibition; higher % means a stronger effect; in the data active = a potency from the dose series; inconclusive = CPE inhibition mostly from about 3.7% at the one dose, without a potency; inactive = the rest, 99 in 100 with CPE inhibition below about 2.2%; note: strong numbers were not always called active
GPR35 antagonists = GPR35 antagonists blocking zaprinast-driven arrestin recruitment, primary screen, imaging, U2OS, beta-arrestin-GFP, zaprinast agonist (AID 2058) | 0.052% of 290,000 active | one-dose inhibition, % at 10 µM; IC50 in µM for titrated hits | U2OS GPR35 beta-arrestin-GFP translocation imaging, zaprinast antagonism; higher % means a stronger effect;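 active = inhibition of at least 50% with at least 30 cells and total cytoplasm GFP at most 10,000,000; inconclusive = under 30 cells or total GFP of 10,000,000 plus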
MgcRacGAP inhibition = MgcRacGAP GTPase-activating activity inhibitors, confirmation, biochemical, ADP Hunter fluorescence | 0.6% of 340,000 active | MgcRacGAP-stimulated Rac1 GTP hydrolysis, ADP Hunter fluorescence; higher % means a stronger effect; GST-tagged Rac1 F28L mutant substrate | AID 624330 | inhibition, % at 30 µM; hits with a dose series show IC50 in µM;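 active = first-screen hits whose inhibition reached a set limit at any dose in the follow-up dose series; inconclusive = inhibition above the set first-screen limit but never retested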;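 note: fluorescence reports GDP produced by GAP-driven GTP hydrolysis; strong numbers were not always called active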
LYP inhibition = inhibitors of LYP phosphatase, biochemical, fluorescence intensity, uHTS (AID 1779); one-dose inhibition, % at 11.5 µM; IC50 in µM for titrated hits; recombinant LYP phosphatase, fluorescence intensity; higher % means a stronger effect; 0.054% of 290,000 active; in the data active = inhibition above about 50%;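 note: plate controls were vehicle with enzyme for no effect and no enzyme for full effect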
ER stress rescue = rescue of cells from ER stress-induced death, primary screen, 384-well, CSM14.1, thapsigargin, ATP luminescence (AID 1222). CSM14.1 thapsigargin-induced death rescue, ATP luminescence; higher % means a stronger effect. cellular ATP content (survival), % at 20 µM; hits with a dose series show EC50 in µM. 190,000 tested, under 10 active;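 active = EC50 below 50 µM in the dose-response confirmation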;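 note: death triggered by thapsigargin at about 15 µM added after 2 h compound pretreatment; cell ATP read after overnight thapsigargin exposure of roughly 18 to 22 hours; normalized against plate controls of thapsigargin alone and 5% DMSO vehicle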
SV40 large T antigen = SV40 large T antigen inhibitors, biochemical (AID 1903) | inhibition, % at 20 µM, or IC50 in µM where a hit was titrated | 0.39% of 310,000 active | SV40 large T antigen ATPase/helicase inhibition assay; higher % means a stronger effect; in the data active = a potency from the dose series; inconclusive = inhibition mostly from about 32% at the one dose, without a potency; inactive = the rest, 99 in 100 with inhibition below about 32%; note: strong numbers were not always called active
The depositor's hits bear a star; ? = inconclusive; . = not tested or not shown.

Compound	Salmonella PhoP GFP	RSV antiviral HEp-2	NS5 inhibitors	West Nile antiviral	GPR35 antagonists	MgcRacGAP inhibition	LYP inhibition	ER stress rescue	SV40 large T antigen
CCOc1ccc(/C=N/NC(=O)C2CC2)cc1OC	0%	5.9%	-3%	-0.3%	-9%	4%	-11%	.	11%
O=C(CSC1=NCCS1)Nc1ccc2ccccc2c1	-1%	0.1%	12%	0.2%	1%	8%	-5%	0.4%	1%
Cc1ccc(NC(=S)N(CCN(C)C)C(C)c2ccco2)cc1Cl (stereo not drawn)	-4%	8.0%	-4%	0.2%	-1%	10%	-4%	.	8%
COc1ccc(C2C(C#N)=C(N)Oc3n[nH]c(C)c32)cc1Cn1nc(C)c([N+](=O)[O-])c1C (stereo not drawn)	3%	3.6%	-6%	-0.3%	-9%	4%	3%	-0.5%	13%
CCOC(=O)NC(=O)C(=CNNc1ncc(C(F)(F)F)cc1Cl)C(=O)NC(=O)OCC	4%	-1.1%	0%	0.3%	-11%	-3%	2%	0.2%	1%
CCN(CC)S(=O)(=O)c1ccc(Cl)c(NC(=O)c2cc(Cl)ccc2Cl)c1	13%	1.1%	-6%	-0.3%	7%	1%	0%	-2.5%	0%
Cc1ccc(NC(=O)Cn2nnc(C(=O)NCCc3ccccc3)c2N)cc1Cl	-6%	1.5%	-2%	2.3%	6%	12%	0%	.	12%
CCOC(=O)C1CCN(C(=O)c2ccc(N(C)S(C)(=O)=O)cc2)CC1	-14%	0.1%	-5%	-0.3%	-1%	6%	-10%	1.0%	-2%
Cc1oc2ccc(O)c(CN(C)C)c2c1C(=O)c1ccccc1	4%	2.6%	-1%	-0.8%	11%	0%	-4%	-1.0%	18%
COCCOC(=O)C1=C(C)NC2=C(C(=O)CC(C)(C)C2)C1c1cccnc1 (stereo not drawn)	-13%	0.2%	-9%	0.2%	-2%	1%	-7%	0.0%	2%
COc1ccc(C)c2sc(NC(=O)C3CC3)nc12	.	4.5%	-6%	-0.3%	-9%	3%	-9%	.	11%
N#CC(C(N)=O)=C1CCCCC1	-8%	1.9%	.	0.2%	-6%	.	-11%	.	2%
CC1CCN(c2cc(N3CCN(C(=O)c4ccc(F)c(F)c4)CC3)c([N+](=O)[O-])cc2F)CC1	12%	?	2%	-1.8%	-2%	6%	-2%	4.3%	8%
COc1ccccc1/C=N/NC(=O)c1ccc(CN2C(=O)c3cccc4cccc2c34)cc1	5%	8.6%	-3%	0.1%	-9%	-7%	5%	.	22%
CN=C(NC#N)NCCSCc1nc[nH]c1C	2%	-0.7%	1%	0.2%	7%	5%	-6%	0.7%	15%
CNS(=O)(=O)c1ccc(N2CCCC2=O)c([N+](=O)[O-])c1	6%	1.6%	-7%	-0.1%	-6%	2%	-9%	-1.3%	-5%
O=C(Nc1c(S(=O)(=O)c2ccc(Cl)cc2)csc1Br)c1ccccc1Cl	-3%	1.1%	7%	-0.4%	8%	-22%	-7%	.	9%
CN(CCO)S(=O)(=O)c1ccc2c(c1)C(=NN)c1cc(S(=O)(=O)N(C)CCO)ccc1-2	2%	3.9%	2%	-0.5%	-9%	7%	-4%	.	5%
CCOc1ccc(CCNC(=O)c2cccc(S(=O)(=O)N3CCN(C(C)=O)CC3)c2)cc1OCC	-4%	0.6%	-4%	.	.	5%	.	.	8%
CCN(C(=O)c1cccc(Br)c1)C1CCS(=O)(=O)C1 (stereo not drawn)	-4%	-1.7%	1%	.	.	2%	.	.	10%
Cc1cc(NC(=O)C(C)SCC(=O)Nc2ccc(SC(F)F)cc2)no1 (stereo not drawn)	2%	3.8%	-5%	1.6%	-14%	10%	8%	.	16%
CCOC(=O)c1nn(-c2ccc(Cl)cc2)c2nnc(Cc3ccc(C)cc3)c(=O)n12	-4%	1.0%	-6%	0.2%	1%	8%	-1%	-0.7%	18%
COc1ccc(C(=O)NCCCN=C2NS(=O)(=O)c3ccccc32)cc1	-1%	1.3%	-16%	-0.2%	10%	3%	-6%	.	6%
Oc1ccc(Nc2nc(-c3cccs3)cs2)cc1	43%	2.2%	6%	0.5%	-1%	19%	0%	1.1%	13%
COc1ccc(-c2c([C@H]3[C@H]4C=CC[C@@H](C)[C@@H]4C(=O)N3Cc3ccccc3)ccc3ccccc23)cc1OC	-1%	10%	-2%	?	-28%	7%	6%	.	-5%
COc1ccc(Cl)cc1NC(=O)CN1CCC(NC(=O)C2CC2)CC1	5%	1.0%	10%	-0.7%	5%	-4%	-10%	.	-12%
CCN(CC)c1ccc(S(=O)(=O)N2CCOCC2)cc1NC(=O)CNCc1ccccc1	6%	1.0%	-2%	-0.9%	12%	?	-5%	.	3%
COC(C(=O)Nc1ccccc1F)c1ccccc1 (stereo not drawn)	0%	1.2%	-3%	-0.1%	-4%	0%	-5%	-0.1%	0%
COc1ccccc1CNC(=O)c1ccc2nc(N3CCOCC3)sc2c1	.	1.4%	1%	-1.0%	47%	5%	-5%	.	.
CCCOc1ccc(C2C(C(=O)c3ccc(C)o3)=C(O)C(=O)N2CCN2CCOCC2)cc1OC (stereo not drawn)	-8%	2.2%	-3%	0.2%	0%	-6%	-5%	-0.8%	0%
CCC1CN(C(=O)N2CCC(C(=O)NCc3ccc(C)o3)CC2)c2ccccc2O1 (stereo not drawn)	-3%	1.2%	1%	-0.1%	27%	8%	-7%	.	4%
C=C(C)CNC(=S)N/N=C(\C)c1ccc(-n2ccnc2)cc1	1%	-1.5%	-4%	.	1%	9%	0%	-2.9%	20%
NC(=O)CSc1nc(-c2ccccc2Cl)ns1	12%	-0.2%	-2%	0.9%	3%	8%	0%	-2.5%	10%
Cc1nc(-c2cccc(NC(=O)c3ccco3)c2)cs1	1%	0.8%	2%	-0.3%	8%	6%	-11%	.	7%
Cn1nc(OCCOc2ccccc2)ccc1=O	-7%	-1.3%	3%	0.0%	-7%	14%	-3%	.	1%
CCOC(=O)c1ccc(-c2ccc(/C=C(\C#N)C(=O)NCc3cccs3)o2)cc1	-12%	2.2%	10%	-1.2%	-15%	3%	5%	-1.9%	8%
CC(=O)Nc1ccc(S(=O)(=O)N2CCN(Cc3cccs3)CC2)cc1	6%	0.8%	.	-0.2%	5%	20%	-2%	0.7%	2%
C/C(=N\OC(=O)c1c(-c2ccccc2Cl)noc1C)c1nccs1	-3%	5.3%	-7%	0.4%	-15%	2%	-7%	1.6%	0%
CC(C)C[C@@H](COc1ccccc1)N1CCN(Cc2ccccc2)CCC1=O	10%	-2.6%	-11%	-1.4%	0%	5%	-4%	.	8%
O=C(CN1CCOCC1)N/N=C/c1c(O)ccc2ccccc12	3%	6.0%	0%	0.4%	-7%	8%	0%	.	14%

Three entries from above, field by field.
COc1ccccc1CNC(=O)c1ccc2nc(N3CCOCC3)sc2c1
- Salmonella PhoP GFP: .
- RSV antiviral HEp-2: 1.4%
- NS5 inhibitors: 1%
- West Nile antiviral: -1.0%
- GPR35 antagonists: 47%
- MgcRacGAP inhibition: 5%
- LYP inhibition: -5%
- ER stress rescue: .
- SV40 large T antigen: .

CCCOc1ccc(C2C(C(=O)c3ccc(C)o3)=C(O)C(=O)N2CCN2CCOCC2)cc1OC (stereo not drawn)
- Salmonella PhoP GFP: -8%
- RSV antiviral HEp-2: 2.2%
- NS5 inhibitors: -3%
- West Nile antiviral: 0.2%
- GPR35 antagonists: 0%
- MgcRacGAP inhibition: -6%
- LYP inhibition: -5%
- ER stress rescue: -0.8%
- SV40 large T antigen: 0%

CCC1CN(C(=O)N2CCC(C(=O)NCc3ccc(C)o3)CC2)c2ccccc2O1 (stereo not drawn)
- Salmonella PhoP GFP: -3%
- RSV antiviral HEp-2: 1.2%
- NS5 inhibitors: 1%
- West Nile antiviral: -0.1%
- GPR35 antagonists: 27%
- MgcRacGAP inhibition: 8%
- LYP inhibition: -7%
- ER stress rescue: .
- SV40 large T antigen: 4%

Continued:
Compound,Salmonella PhoP GFP,RSV antiviral HEp-2,NS5 inhibitors,West Nile antiviral,GPR35 antagonists,MgcRacGAP inhibition,LYP inhibition,ER stress rescue,SV40 large T antigen
COc1ccc(OCCOCCN2CCOCC2)cc1,-2%,-0.6%,-4%,-0.2%,-11%,13%,-7%,-0.4%,5%
CCC(C)(C)NC(=O)C(c1ccc(F)cc1)N(Cc1ccco1)C(=O)CCC(=O)Nc1ccccn1 (stereo not drawn),3%,-0.5%,-8%,-0.1%,3%,-2%,-3%,-2.3%,4%
CSc1n[nH]c(NC2=CC(=O)CCC2)n1,-8%,-1.9%,-5%,0.3%,-9%,2%,-7%,-1.4%,6%
COc1cc(/C=C2\SC(=S)N(NS(=O)(=O)c3ccc(C)cc3)C2=O)cc(OC)c1OC,-9%,-0.6%,37µM*,0.5%,0%,12%,5%,.,21%
O=C(Nc1ccc(Cl)cc1)Nc1cccc(C(=O)O)c1,-1%,0.1%,.,-0.4%,-4%,.,-6%,-2.6%,5%
Cc1noc(C)c1COc1ccc(C(=O)OC(C)C(=O)Nc2ccc(N3CCOCC3)cc2)cc1 (stereo not drawn),8%,3.7%,-2%,-0.5%,-11%,4%,-3%,-1.1%,-3%
CC1CCCN(S(=O)(=O)c2ccc(C(=O)Nc3sc4c(c3C(N)=O)CCN(C)C4)cc2)C1 (stereo not drawn),-3%,0.0%,5%,0.8%,3%,6%,-11%,.,7%
O=C(Nc1ccccn1)C1CCN(C(=O)c2ccc(F)cc2)CC1,-4%,1.2%,-1%,.,.,7%,.,.,7%
O=C(O)c1cc(-c2ccccc2)c(N2CCOCC2)s1,10%,0.2%,-2%,0.5%,13%,1%,-2%,-0.5%,1%
O=C(CNC(=O)N1CC(=O)Nc2ccccc21)Nc1cc(Cl)ccc1Cl,7%,-3.0%,0%,0.2%,-2%,1%,-9%,.,.
CCOC(=O)c1c[nH]c2c(C)ccc(Cl)c2c1=O,8%,-0.4%,-4%,-1.6%,-13%,2%,7%,-0.5%,-6%
Cc1ccccc1NC(=O)CN1C(=O)C2C3CC(C(Br)C3Br)C2C1=O (stereo not drawn),2%,1.1%,1%,-0.3%,13%,4%,-6%,-2.3%,-2%
NS(=O)(=O)c1ccc(-c2ccc(C=O)o2)cc1,-4%,1.3%,.,0.5%,-7%,.,-2%,-0.4%,4%
COC(=O)c1cccc(N(C(=O)c2cnccn2)C(C(=O)NC2CCCCC2)c2cn(C)nc2C)c1 (stereo not drawn),-2%,1.1%,-4%,0.3%,9%,-5%,-3%,-4.1%,7%
